NPYLR7 agonist = activates Aedes aegypti NPYLR7 receptor; HEK293T NPYLR7/Galpha15, GCaMP6s calcium fluorescence; activation, % at 10 µM; 270,000 compounds, 0.15% hits; in the data active = activation above about 40%;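 note: 0% = vehicle and 100% = reference agonist at the receptor; some compounds past the cut are filed as inactive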
hcGAS lum = human cGAS inhibition; Q8N884; recombinant h-cGAS, ATP depletion, Kinase-Glo luminescence; inhibition, % at 12.5 µM; 290,000 compounds, 0.081% hits;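 note: 0% = vehicle reaction and 100% = reaction without DNA for no activity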
Target sequence (Q8N884 whole entry, looked up): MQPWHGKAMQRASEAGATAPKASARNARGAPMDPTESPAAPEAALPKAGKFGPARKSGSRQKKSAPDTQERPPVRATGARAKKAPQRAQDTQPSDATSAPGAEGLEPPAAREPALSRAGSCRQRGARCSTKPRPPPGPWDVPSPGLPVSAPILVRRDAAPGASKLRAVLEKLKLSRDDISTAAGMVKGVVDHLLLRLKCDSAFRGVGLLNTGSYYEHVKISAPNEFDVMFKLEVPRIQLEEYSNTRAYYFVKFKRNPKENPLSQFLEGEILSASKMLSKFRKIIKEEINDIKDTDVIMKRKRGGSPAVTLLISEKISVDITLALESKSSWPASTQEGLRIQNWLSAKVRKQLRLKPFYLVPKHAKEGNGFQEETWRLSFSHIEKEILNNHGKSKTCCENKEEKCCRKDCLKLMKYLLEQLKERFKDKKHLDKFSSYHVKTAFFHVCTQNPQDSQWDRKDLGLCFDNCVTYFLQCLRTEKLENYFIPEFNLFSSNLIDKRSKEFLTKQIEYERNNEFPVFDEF
mcGAS inh = mouse cGAS inhibition by luminescence. Q8C6L5. recombinant cGAS, Kinase-Glo ATP depletion luminescence. inhibition, % at 12.5 µM. 160,000 compounds, 0.15% hits;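 note: 0% = negative control wells and 100% = reference inhibitor with no enzyme activity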
An asterisk follows results filed as active; & = joins results of further samples. Cut-off read from the data, not from the text of the source, unless noted: active = inhibition above about 40%; inactive = the rest.

CCC(C)C(NC(=O)c1ccc(Cl)c([N+](=O)[O-])c1)C(=O)Nc1nnc(-c2cccc(OC)c2)s1 (stereo not drawn) was read as NPYLR7 agonist -9.8, hcGAS lum 3.1 and mcGAS inh 3.6.
For CCCCSc1nnc2c(n1)OC(c1cc3c(cc1Br)OCO3)Nc1ccccc1-2 (stereo not drawn) the results were NPYLR7 agonist 3.2, hcGAS lum 0.7 and mcGAS inh -3.2.
Screening O=C(Nc1ccccc1F)c1csc(CSc2nnc(-c3ccncc3)n2-c2cccc(Cl)c2)n1 returned NPYLR7 agonist -9.6, hcGAS lum 1.3 and mcGAS inh -0.5.
For CC(=O)O[C@H]1C[C@@H](O)C(C)(C)C2C[C@@H](OC(C)=O)[C@]3(C)C(CC[C@@]4(C)[C@H](c5ccoc5)OC(=O)C5OC543)[C@]21C (stereo partly drawn) the results were NPYLR7 agonist -5.2 and hcGAS lum -1.3.
Screening O=C(CCCNC(=O)C12CC3CC(CC(C3)C1)C2)NC1C2CC3CC(C2)CC1C3 (stereo not drawn) returned NPYLR7 agonist 9.4 and hcGAS lum -8.3.
For Cc1nc(C)c(CN2CCn3c(nnc3C(=O)NC3CCCCC3)C2)s1 the results were NPYLR7 agonist 6.9 and hcGAS lum -4.2.
`O=C(CCc1nc(-c2ccc(F)cc2)no1)Nc1ccccc1C(=O)NC1CC1` gave NPYLR7 agonist 0.1, hcGAS lum -1.9 and mcGAS inh -1.0.
Cc1nc(SCc2ccc(C(=O)NCC3CC3)cc2)nc(N2CCN(c3ccccc3F)CC2)c1C was read as NPYLR7 agonist 8.7, hcGAS lum -1.6 and mcGAS inh -3.7.
`Cc1ncc(C(=O)N2CCCC(N(C)CCN(C)C)C2)c(-c2ccccc2)n1` (stereo not drawn) gave NPYLR7 agonist 3.4, hcGAS lum -5.0 and mcGAS inh -13.1.
For O=C(Nc1ccccc1)c1ccccc1O the results were NPYLR7 agonist 3.8 and hcGAS lum -0.9.
Screening COCCCN(Cc1csc(COc2cccc(C)c2)n1)C(=O)c1ccco1 returned NPYLR7 agonist 0.9, hcGAS lum -3.8 and mcGAS inh -3.8.
Screening Cc1c(C(=O)N2CC=CCC2)cnc2c(-c3cccc(C(F)(F)F)c3)cnn12 returned NPYLR7 agonist 5.1, hcGAS lum -9.3 and mcGAS inh -5.4.
CC(O)c1cn(C2CCN(Cc3cc4ccccc4o3)CC2)nn1 (stereo not drawn) was read as NPYLR7 agonist -3.7, hcGAS lum 0.7 and mcGAS inh -10.0.
For O=C(NCC1CCCC1)c1csc(Br)c1 the results were NPYLR7 agonist -0.3 and hcGAS lum 3.5.
`O=C(CN(Cc1c(F)cccc1F)C1CC1)N(CCc1c[nH]c2ccccc12)Cc1ccc(Cl)c(Cl)c1` gave NPYLR7 agonist -1.9, hcGAS lum -9.5 and mcGAS inh -5.9.
For CCn1cc(Cn2cc(CC(C)c3ccccc3)nn2)cn1 (stereo not drawn) the results were NPYLR7 agonist -2.1 and hcGAS lum 0.9.
For COc1ccc(C)cc1NC(=O)c1cn(C)nc1OC the results were NPYLR7 agonist 0.4 and hcGAS lum -0.4.
`COc1cc2c(cc1CNC(=O)CC(=O)Nc1cccc(C)c1C)OCCO2` gave NPYLR7 agonist 0.8, hcGAS lum -1.4 and mcGAS inh -17.3.
For Cc1cc(Cl)ccc1NC(=O)CN(C)S(=O)(=O)c1cccnc1 the results were NPYLR7 agonist 0.1 and hcGAS lum -7.1.
For Cc1nc(NCCNC(=O)/C=C/c2ccccc2)cc(N(C)C)n1 the results were NPYLR7 agonist -0.5 and hcGAS lum -4.8.
`CC1Cc2ccccc2N1C(=O)c1ccc(=O)n(Cc2cccc(F)c2)n1` (stereo not drawn) gave NPYLR7 agonist 3.5 and hcGAS lum -10.8.
O=C(CCCn1cnnn1)N1CCOC(c2ccc(Cl)c(Cl)c2)C1 (stereo not drawn) was read as NPYLR7 agonist 3.2 and hcGAS lum -1.4.
For CC(=O)Oc1cc(-c2coc3cc(OC(C)=O)c(OC(C)=O)c(OC(C)=O)c3c2=O)cc(OC(C)=O)c1OC(C)=O the results were hcGAS lum 18.0 and mcGAS inh 28.0.
`O=C(c1ccc([N+](=O)[O-])cc1)N(CCN1CCOCC1)c1nc2c(F)cc(F)cc2s1` gave NPYLR7 agonist 9.9 and hcGAS lum -4.5.
CCOC(=O)c1ccc2c(c1)nc(SCc1cccc(I)c1)n2Cc1ccccn1 was read as NPYLR7 agonist 11.0, hcGAS lum -3.1 and mcGAS inh -5.5.
Screening CCOCCCn1c(SCc2cc(Br)cc(Br)c2)nc2cc(C(=O)OCC)ccc21 returned NPYLR7 agonist -7.4, hcGAS lum -8.0 and mcGAS inh -7.2.
For C=CCc1cccc2cc(C(=O)N3CCCCC3)c(=O)oc12 the results were NPYLR7 agonist -5.0, hcGAS lum -3.0 and mcGAS inh -2.7.
O=C(COC(=O)c1ccccc1Br)c1ccc(NC(=O)c2ccccc2)cc1 was read as NPYLR7 agonist 4.0, hcGAS lum -1.2 and mcGAS inh -5.2.
Cc1nn2c(c1-c1ccccc1)NC(CO)CC2=O (stereo not drawn) was read as NPYLR7 agonist -9.7 and hcGAS lum -9.1.
For CC1Cc2cc(C(=O)N(C)Cc3ccc(Cl)cc3Cl)ccc2N1S(C)(=O)=O (stereo not drawn) the results were NPYLR7 agonist 4.6, hcGAS lum -2.2 and mcGAS inh -7.0.
Screening CNC(=O)Cc1ccc(-c2cc(OC)ccc2F)cc1 returned NPYLR7 agonist 6.2 and hcGAS lum -4.6.
Screening CCCN(CCC)C(=O)c1cc2c(=O)n3cccc(C)c3nc2s1 returned NPYLR7 agonist 7.6 and hcGAS lum -5.5.
Screening N#CCSc1nccc2c(OCc3ccc(F)cc3)cccc12 returned NPYLR7 agonist 1.3 and hcGAS lum -3.0.
`CC1(C)CN(CC(=O)NC2(C#N)CCCC2)CCS1=O` (stereo not drawn) gave NPYLR7 agonist -0.2 and hcGAS lum -3.9.
`Cc1ccc(NC(=O)Cn2nc3ccc(SC(C)C)nn3c2=O)cc1C` gave hcGAS lum -1.8 and mcGAS inh -6.2.
CC(C)CCNC(=O)C(C)n1ncn2cccc2c1=O (stereo not drawn) was read as NPYLR7 agonist 4.9 and hcGAS lum -5.1.
For C#CCNC(=O)NCc1ccccc1CC the results were NPYLR7 agonist -0.3, hcGAS lum -6.0 and mcGAS inh -12.1.
Screening COc1ccnc(C(=O)Nc2cc(C)c(Br)cn2)c1 returned NPYLR7 agonist -10.6 and hcGAS lum -7.2.
`CCc1cc(N2CCN(c3ccccc3F)CC2)nc(SCc2ccc(C(=O)NCc3ccco3)cc2)n1` gave NPYLR7 agonist 18.0, hcGAS lum -7.5 and mcGAS inh -5.4.
O=C(CCCn1cnc2ccccc2c1=O)N[C@@H]1CNC[C@H]1O was read as NPYLR7 agonist 1.7, hcGAS lum -3.1 and mcGAS inh -18.0.
For Cc1nc(CNC(C)(C)c2nc(C)c(C)s2)oc1C the results were NPYLR7 agonist 7.7, hcGAS lum -4.2 and mcGAS inh -7.3.
Screening O=C(c1ccc(CN2C(=O)c3ccccc3C2=O)cc1)N1CCCC(N2CCNC2=O)C1 (stereo not drawn) returned NPYLR7 agonist 4.6 and hcGAS lum -7.4.
Clc1ccc(-c2nc(-c3ccccn3)no2)cc1Cl was read as NPYLR7 agonist -0.1, hcGAS lum -1.5 and mcGAS inh -1.9.
Screening Cc1cc(C)cc(C(C)NC(=O)NCCC(=O)NC(C)C)c1 (stereo not drawn) returned NPYLR7 agonist 9.4 and hcGAS lum -9.4.
CCOc1cc(C2C(C#N)=C(C)NC3=C2C(=O)CC(c2ccccc2)C3)ccc1OC(C)=O (stereo not drawn) was read as NPYLR7 agonist -6.8 and hcGAS lum -7.3.
Screening COCCN(CC(=O)N(Cc1ccccc1)Cc1sccc1C)C(=O)c1cccc([N+](=O)[O-])c1 returned NPYLR7 agonist 4.5, hcGAS lum -10.7 and mcGAS inh -3.5.
For CN1OCC(S(=O)(=O)Oc2c(F)c(F)c(F)c(F)c2F)C1c1ccc(Cl)cc1Cl (stereo not drawn) the results were NPYLR7 agonist 21.4 and hcGAS lum -7.3.
For Cc1cc(C)cc(NC(=O)CC(=O)NCCCn2cc(C)cn2)c1 the results were NPYLR7 agonist 7.1, hcGAS lum -6.9 and mcGAS inh -10.8.
`Cc1nc(N2CCOCC2)c2c3c(sc2n1)CCCC3` gave NPYLR7 agonist 1.9, hcGAS lum -4.9 and mcGAS inh -7.3.
COc1ccccc1C(=O)N1CCN(Cc2cnn3cccnc23)CC1 was read as NPYLR7 agonist 13.4 and hcGAS lum -4.1.
Screening CCCc1cc(N2CCCC2)n2ncc(-c3ccccc3)c2n1 returned NPYLR7 agonist 3.1, hcGAS lum -11.4 and mcGAS inh -10.0.
Screening COc1cccc(C(=O)N2CCN(c3cc(Oc4ccc(F)c(Cl)c4)ncn3)CC2)c1 returned NPYLR7 agonist -1.0, hcGAS lum -4.6 and mcGAS inh -2.9.
`CN1C(=O)CC(N2CCN(C/C=C\c3ccccc3)CC2)C1=O` (stereo not drawn) gave NPYLR7 agonist 2.8, hcGAS lum 1.0 and mcGAS inh -2.7.
`COc1ccc(N2CCC(N(C)C(=O)Nc3ccncc3)CC2)cc1` gave NPYLR7 agonist -0.9 and hcGAS lum -8.0.
For COc1cccc(CC2(CO)CCCN(CCCn3cccn3)C2)c1 (stereo not drawn) the results were NPYLR7 agonist 12.7, hcGAS lum -2.8 and mcGAS inh -4.8.
For C#CCn1c(O)c(N=NC(=O)CNC(=O)C(c2ccccc2)c2ccccc2)c2ccccc21 the results were NPYLR7 agonist -4.8, hcGAS lum 6.3 and mcGAS inh -6.9.
Screening COc1ccc(N2CCN(C(c3ccco3)C3Sc4ncnn4C3=O)CC2)cc1 (stereo not drawn) returned NPYLR7 agonist 4.4, hcGAS lum -5.2 and mcGAS inh -6.4.
`O=C(CSc1nc(-c2ccccc2)c(NC(=O)C2CC2)s1)NC1CC1` gave NPYLR7 agonist -8.2, hcGAS lum -5.8 and mcGAS inh -9.7.
`O=C(NC1CCCCC1)c1ccc(=O)[nH]n1` gave NPYLR7 agonist 9.6 and hcGAS lum -5.5.
`CC(C)CN1CCOC(CNC(=O)c2ccc3ncsc3c2)C1` (stereo not drawn) gave NPYLR7 agonist 0.1, hcGAS lum -7.8 and mcGAS inh -4.4.

In the list so far, these contain bromine.
For CCCCSc1nnc2c(n1)OC(c1cc3c(cc1Br)OCO3)Nc1ccccc1-2 (stereo not drawn) the results were NPYLR7 agonist 3.2, hcGAS lum 0.7 and mcGAS inh -3.2.
For O=C(NCC1CCCC1)c1csc(Br)c1 the results were NPYLR7 agonist -0.3 and hcGAS lum 3.5.
Screening CCOCCCn1c(SCc2cc(Br)cc(Br)c2)nc2cc(C(=O)OCC)ccc21 returned NPYLR7 agonist -7.4, hcGAS lum -8.0 and mcGAS inh -7.2.
O=C(COC(=O)c1ccccc1Br)c1ccc(NC(=O)c2ccccc2)cc1 was read as NPYLR7 agonist 4.0, hcGAS lum -1.2 and mcGAS inh -5.2.
Screening COc1ccnc(C(=O)Nc2cc(C)c(Br)cn2)c1 returned NPYLR7 agonist -10.6 and hcGAS lum -7.2.

Structural class: those above with a thiophene ring, fused or not
For O=C(NCC1CCCC1)c1csc(Br)c1 the results were NPYLR7 agonist -0.3 and hcGAS lum 3.5.
Screening CCCN(CCC)C(=O)c1cc2c(=O)n3cccc(C)c3nc2s1 returned NPYLR7 agonist 7.6 and hcGAS lum -5.5.
Screening COCCN(CC(=O)N(Cc1ccccc1)Cc1sccc1C)C(=O)c1cccc([N+](=O)[O-])c1 returned NPYLR7 agonist 4.5, hcGAS lum -10.7 and mcGAS inh -3.5.
`Cc1nc(N2CCOCC2)c2c3c(sc2n1)CCCC3` gave NPYLR7 agonist 1.9, hcGAS lum -4.9 and mcGAS inh -7.3.

(continued)
For COc1cc(CNc2c(-c3ccc(OC)c(OC)c3)cnc3ncnn23)cc(OC)c1 the results were NPYLR7 agonist 21.2, hcGAS lum -0.7 and mcGAS inh -5.0.
`COc1ccc2sc(N(Cc3ccccn3)C(=O)c3ccn(C)n3)nc2c1` gave hcGAS lum -7.6 and mcGAS inh -6.0.
COc1ccc(-c2cc(NC(=O)c3cccc(C(F)(F)F)c3)n(-c3cc(Cl)ccc3Cl)n2)cc1 was read as NPYLR7 agonist 4.7, hcGAS lum -5.7 and mcGAS inh -5.2.
Screening CC1CN(c2cc(Oc3ccc(Cl)cc3)ncn2)CCN1Cc1ccc2c(c1)OCCO2 (stereo not drawn) returned hcGAS lum -7.6 and mcGAS inh -9.8.
Screening CCOc1ccc(NC(=O)CN2CCc3[nH]c4ccc(Cl)cc4c(=O)c3C2)cc1 returned NPYLR7 agonist -0.7 and hcGAS lum 2.2.
`O=C(Nc1ccccc1)O/N=C/c1ccncc1` gave NPYLR7 agonist -5.0, hcGAS lum 5.1 and mcGAS inh -2.8.
For Cc1ccccc1/C=C/c1nc(SCC(=O)NC(C)(C#N)C2CC2)n[nH]1 (stereo not drawn) the results were NPYLR7 agonist 2.0, hcGAS lum -0.6 and mcGAS inh -4.5.
Screening CC(C)NC(=O)CC(c1cccc(C(F)(F)F)c1)c1cn(C)c2ccccc12 (stereo not drawn) returned hcGAS lum -2.3 and mcGAS inh -3.1.
Screening CC(NC(=O)c1cc(N)ccc1N(C)C)c1ccccc1 (stereo not drawn) returned NPYLR7 agonist 36.5 and hcGAS lum -2.1.
`C(=NCC12CC3CC(CC(C3)C1)C2)c1ccc2c(c1)OCCO2` gave NPYLR7 agonist -5.5&8.0, hcGAS lum 3.3&-5.6 and mcGAS inh -7.6.
For O=C(NC1CCCC1)c1cc(-c2cccs2)on1 the results were NPYLR7 agonist -1.0 and hcGAS lum -0.7.
For O=C(CSc1nnc(Cc2cccs2)n1C1CCCCC1)c1cccs1 the results were NPYLR7 agonist -1.1 and hcGAS lum -5.7.

Rows are unselected; about 0.29% have a hit in one of these screens.
